High-throughput results as filed in PubChem.
PAX8 reporter = inhibitors of PAX8 transcriptional activity in RMG-I cells. RMG-I TPO-luciferase reporter, SteadyGlo, 24 h. hit rate 1.2% among 360,000. inhibition, % at 12.6 µM;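 active means mean replicate inhibition at least 60% with every replicate also reaching 60%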;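 further: luciferase light reporting Pax8 driven TPO promoter activity; plate controls were median of neutral control wells for no effect and mitoxantrone controls for full effect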
Statin myotox sup = protects C2C12 myotubes from simvastatin toxicity. rescue of ATP level, % at 7.49 µM. AID 602340. ATP luminescence, 48 h; scaled: DMSO 0, geranylgeraniol control 100. hit rate 0.78% among 330,000;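 active means mean ATP rescue above about 67%, or every replicate alone reaching that limit, limit read from the data, passing the limit was not always enough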;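 further: myotubes were challenged with 10 µM simvastatin during compound exposure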
Cneo AK release = causes C. neoformans cell lysis. adenylate kinase release luminescence, 4 h; normalised: neutral wells 0, clomiphene wells 100. lysis activity, % at 15 µM. hit rate 0.2% among 360,000. AID 651654;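 active means mean lysis activity across replicates of at least 80%, whatever share of replicates individually reach that level; inactive means mean lysis activity below 80%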
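Test system: log-phase Cryptococcus neoformans yeast cells; Quantity: yeast cell density of 5 × 10^6 cells/mL; Buffer or medium: YPD; Doses: single compound concentration per well; Timing: 4 h at 37 °C static, read 1 h later; Measured by: AK luminescence; Read-out basis: lysis from increased AK signal; Control set: Clomiphene as positive control.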
PGC1a acetyl inh = modulators of PGC1a acetylation; AID 651687; inhibition, % at 15.6 µM; U2OS PGC1a acetylation, AlphaScreen anti-acetyl-lysine; with virally co-expressed GCN5 acetyltransferase; hit rate 0.17% among 350,000;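 active means every replicate shows inhibition of at least 40%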;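 further: 0% = neutral control wells and 100% = positive control wells; some results beyond the cut were filed as inactive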
LGR2 inh = inhibitors of bursicon-induced Drosophila LGR2 receptor cAMP signaling. inhibition, % at 9.99 µM. hit rate 0.35% among 380,000. HEK293 LGR2, CRE-luciferase, bursicon-stimulated, 4 h. AID 720647;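 active means drop in luminescence signal, shown as inhibition above about 50% in the replicate tests, limit read from the data, passing the limit was not always enough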;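 further: agonist challenge used bursicon conditioned medium at about half maximal strength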
PglD DTNB = blocks C. jejuni PglD acetyltransferase activity; purified PglD enzyme, DTNB colorimetric CoA detection; inhibition, % at 12.5 µM; hit rate 0.098% among 360,000; AID 602405; in the data active means inhibition above about 16%, passing the limit was not always enough; further: strong numbers were not always called active
GSIS activator = GLuc luminescence reporter in INS-1E cells, primary screen for activators of glucose-dependent secretion of insulin. INS-1E GLuc reporter insulin secretion, 2-3 h. activation, % at 16.6 µM. hit rate 0.61% among 370,000;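 active means lowest replicate activation of at least 40%, so every replicate reaches that level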;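 further: 0% = median of neutral control wells and 100% = median of IBMX positive control wells; some compounds called inactive have numbers as strong as hits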
ARNT-TACC3 inh = disrupts binding between human ARNT and TACC3. inhibition, % at 9.99 µM. AID 623870. AlphaScreen His-ARNT PAS-B/GST-TACC3 binding, luminescence; TACC3 fragment carries E629A point mutation. Q9Y6A5. hit rate 0.66% among 390,000;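 active means mean inhibition of replicates at least 50% and at least half of replicates each reaching 50%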;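 further: 0% = complete ARNT plus TACC3 wells and 100% = ARNT alone without TACC3; many hits fall short of the cut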
* marks the source's active call; other numbers are inactive results; / = not tested or not shown.

SMILES | PAX8 reporter | Statin myotox sup | Cneo AK release | PGC1a acetyl inh | LGR2 inh | PglD DTNB | GSIS activator | ARNT-TACC3 inh
COc1cc(C)ccc1S(=O)(=O)N1CCN(C23CC4CC(CC(C4)C2)C3)CC1 | / | 22 | -7 | -1 | 4 | -1 | -5 | 11
CC1CCC2(CC1)NC(=O)N(CC(=O)N1c3ccccc3CC1C)C2=O (stereo not given) | -6 | 9 | 0 | -1 | 15 | -7 | / | -1
Cc1ccc(N)cc1NC(=O)CN1CCOCC1 | -15 | 3 | 3 | -12 | 10 | -3 | 9 | -13
COc1ccc(NC(=O)CSc2nc3ccccc3c(=O)n2CCNC(C)=O)cc1 | / | 14 | / | 9 | 2 | 0 | / | 3
C[C@@H]1CN([C@H](C)CO)C(=O)c2cc(NC(=O)NC3CCCCC3)ccc2O[C@@H]1CN(C)CC1CCCCC1 | -4 | -3 | 3 | -5 | -9 | 0 | -6 | 7
Cc1ccc(C(=O)O/N=C/c2ccc3c(c2)OCO3)cc1 | 25 | / | 5 | 6 | -36 | -6 | 43 | -5
O=C(C[C@H]1CC[C@@H]2[C@H](COC[C@H](O)CN2C(=O)Nc2ccc(C(F)(F)F)cc2)O1)NCCc1ccncc1 | -18 | -42 | -7 | 2 | -2 | -1 | -20 | -8
Cn1c(CNC(=O)CCNC(=O)c2ccccc2)cc(=O)n(C)c1=O | -2 | -7 | -2 | -2 | 0 | 0 | 2 | -3
Cn1nc(C(=O)Nc2cccc(S(=O)(=O)N3CCOCC3)c2)c2ccccc2c1=O | -24 | 11 | 0 | -32 | 12 | 3 | -4 | 6
CC(C)NC(=O)CSc1nc(Cc2cccs2)nc2ccccc12 | / | -7 | -1 | 10 | / | 8 | / | 2
C[C@H]1CN([C@@H](C)CO)S(=O)(=O)c2ccc(/C=C/c3ccccc3)cc2O[C@H]1CN(C)C(=O)c1ccc2c(c1)OCO2 | / | -10 | 5 | -24 | 26 | -1 | -3 | /
CC(=O)c1cccc(S(=O)(=O)Nc2ccc3nc(C)sc3c2)c1 | -6 | -2 | 12 | -2 | -13 | 3 | -38 | 0
Cc1cccc(-n2c(O)c(C=Nc3ccccc3N)c(=O)[nH]c2=O)c1 | / | 5 | -1 | -16 | / | 2 | / | 0
O=C(Oc1cccc(-n2cnnn2)c1)C1CCCCC1 | -8 | -5 | 3 | -2 | / | -6 | / | 2
CCn1c(COc2cccc(OC)c2)nnc1SCC(=O)Nc1ccccc1C(=O)OC | / | -5 | 0 | -1 | -2 | 6 | -16 | -5
CN(C)C(=O)COC(=O)c1cccc(S(=O)(=O)N2CC3(C)CC2CC(C)(C)C3)c1 (stereo not given) | 5 | -6 | 1 | -4 | -6 | -4 | / | -2
C[C@@H]1CN([C@@H](C)CO)C(=O)Cc2cc(NC(=O)c3ccncc3)ccc2O[C@@H]1CN(C)CC1CC1 | -15 | -16 | -3 | 0 | -15 | 2 | 4 | 9
Cc1ccccc1-c1nc(CS(=O)(=O)CC(=O)NCCc2ccccc2)c(C)o1 | -22 | / | / | / | 12 | / | -52 | -3
Cc1ccccc1C(=O)NC1CCN(CC(=O)Nc2ccccc2Cl)CC1 | 8 | 0 | 0 | 1 | 16 | -1 | 10 | -1
Cn1cnc(S(=O)(=O)N2CC[C@@H]3[C@H](CO)Nc4ccc(C#Cc5ccccc5)cc4[C@@H]32)c1 | 7 | -19 | -10 | 1 | -16 | 0 | 0 | -3
CCOC(=O)c1cccc(C2=CC(=O)CC(C)(C)C2)c1 | 6 | 13 | 1 | / | -20 | 4 | 2 | /
O=C1N/C(=C/c2ccsc2)C(=O)N1c1ccccc1 | -88 | / | 0 | -3 | / | -5 | 6 | -8
Cc1cc(C(=O)COC(=O)C2CC2)c(C)n1-c1ccc(F)cc1 | -23 | / | 0 | 6 | 82* | 1 | -7 | -2
C[C@@H]1CN([C@@H](C)CO)C(=O)Cc2cc(NC(=O)Cn3cnnn3)ccc2O[C@H]1CN(C)C(=O)Nc1ccc(F)cc1 | -4 | 27 | / | -31 | 3 | / | 2 | /
CCOC(=O)[C@H]1[C@H]2COc3cc(OC)ccc3[C@@H]2N2C(=O)c3cc(OC)ccc3NC(=O)[C@@]12C | -20 | 16 | -2 | 7 | -8 | -1 | -23 | 7
CN(C)S(=O)(=O)c1ccc2c(c1)nc(CCC(=O)NCc1ccc(Cl)cc1)n2C | 9 | / | / | 8 | -9 | / | -3 | /
COc1ccccc1NC(=O)CN(c1ccccc1OC)S(=O)(=O)c1ccccc1 | 29 | 5 | -2 | 11 | 19 | 4 | -1 | -12
Cc1cccc(C)c1NC(=O)CNC(=O)c1cccc(S(=O)(=O)NCc2cccs2)c1 | 2 | 8 | 1 | / | -14 | 0 | -8 | 1
Cc1ccccc1NCC(=O)N=Nc1c(O)[nH]c2ccc([N+](=O)[O-])cc12 | 4 | -8 | 1 | 4 | -2 | -2 | -5 | -7
Cc1noc(C)c1S(=O)(=O)NC(=O)C1(C)CCN1C(=O)c1ccc(C2CCCCC2)cc1 (stereo not given) | 5 | -5 | -1 | -17 | 1 | -3 | 26 | /
COc1ccc(-c2cc(C(F)F)n3ncc(C(=O)N4CCCc5ccccc54)c3n2)cc1 | 10 | -35 | 0 | 8 | 1 | -3 | 26 | /
COc1ccc2ccccc2c1CN1CCSCC1 | -10 | -8 | 2 | -10 | 2 | 2 | 7 | -2
O=C(Nc1ncc(Cc2cccc(Cl)c2Cl)s1)C1CCCO1 (stereo not given) | -199 | -12 | -7 | 4 | -74 | 6 | -28 | -4
Cc1[nH]c2ccc(OC(F)(F)F)cc2c1CCN1C(=O)c2ccc(C(=O)O)cc2C1=O | -15 | -2 | -1 | -2 | 5 | 0 | -15 | -8
Cc1ccc2sc(C)[n+](CCC(C)S(=O)(=O)[O-])c2c1 (stereo not given) | 9 | / | 3 | / | 14 | 5 | -17 | /
CCn1c(CNC(=O)c2cccc(C)c2)nc2ccccc21 | -14 | -5 | 0 | -3 | -18 | -1 | / | -5
C=C(C)Cn1c(SCC(=O)N/N=C/c2ccccc2OCC(=O)O)nnc1-c1ccc(Br)cc1 | 11 | 10 | -6 | 3 | 15 | -4 | 0 | 4
OC[C@@H]1CN(CCN2CCOCC2)C[C@H](n2cnc3c(NC4CCCC4)ncnc32)O1 | 6 | -2 | 0 | 0 | -9 | 1 | 15 | /
Clc1ccc(OCc2cnc(Cl)s2)cc1 | / | / | / | -4 | 5 | / | -11 | -1
C[C@H](CO)N1C[C@H](C)[C@@H](CN(C)C(=O)CC2CC2)Oc2ncc(C#Cc3cccnc3)cc2C1=O | / | -6 | -3 | 0 | 2 | 2 | 16 | /
O=c1c2[nH]c3ccc(F)cc3c2ncn1CCN1CCN(Cc2ccccc2)CC1 | -2 | -32 | -2 | / | -4 | -1 | / | -4
CC(C)NC(=O)Nc1ccc2c(c1)C(=O)N([C@@H](C)CO)C[C@@H](C)[C@H](CN(C)S(C)(=O)=O)O2 | -18 | -5 | -6 | -4 | -14 | -2 | 13 | -1
O=C1CCCc2nc3c(cc21)C(O)Oc1ccccc1-3 (stereo not given) | -23 | -2 | -3 | 1 | 11 | 5 | 22 | 32
Cc1ccc(S(=O)(=O)N[C@@H]2CC[C@H](CCNC(=O)C3CCOCC3)O[C@@H]2CO)cc1 | -8 | 5 | -6 | -3 | 8 | 0 | 12 | -15
CN(C)C1=NC[C@H](Cc2ccccc2)N1CC1CCC(C(C)(C)C)CC1 (stereo not given in full) | / | -35 | 0 | / | / | -3 | / | 1

Pulled by structure from above (five):
SMILES | PAX8 reporter | Statin myotox sup | Cneo AK release | PGC1a acetyl inh | LGR2 inh | PglD DTNB | GSIS activator | ARNT-TACC3 inh
Cc1[nH]c2ccc(OC(F)(F)F)cc2c1CCN1C(=O)c2ccc(C(=O)O)cc2C1=O | -15 | -2 | -1 | -2 | 5 | 0 | -15 | -8
Cc1ccc2sc(C)[n+](CCC(C)S(=O)(=O)[O-])c2c1 (stereo not given) | 9 | / | 3 | / | 14 | 5 | -17 | /
C=C(C)Cn1c(SCC(=O)N/N=C/c2ccccc2OCC(=O)O)nnc1-c1ccc(Br)cc1 | 11 | 10 | -6 | 3 | 15 | -4 | 0 | 4
Cc1ccc(S(=O)(=O)N[C@@H]2CC[C@H](CCNC(=O)C3CCOCC3)O[C@@H]2CO)cc1 | -8 | 5 | -6 | -3 | 8 | 0 | 12 | -15
CC(C)NC(=O)Nc1ccc2c(c1)C(=O)N([C@@H](C)CO)C[C@@H](C)[C@H](CN(C)S(C)(=O)=O)O2 | -18 | -5 | -6 | -4 | -14 | -2 | 13 | -1

New compounds follow:
SMILES | PAX8 reporter | Statin myotox sup | Cneo AK release | PGC1a acetyl inh | LGR2 inh | PglD DTNB | GSIS activator | ARNT-TACC3 inh
CCS(=O)(=O)c1ncc(Cl)c(C(=O)Nc2ccc(C)cc2)n1 | 100* | 127* | 1 | / | 0 | 1 | 63* | 8
CC1(C(=O)NS(=O)(=O)c2cccc(OC(F)F)c2)CCN1C(=O)Cc1ccsc1 (stereo not given) | -19 | 8 | -2 | 8 | 6 | -1 | 5 | /
N#Cc1cnn(-c2nc(SCc3ccccc3)nc3sc4c(c23)CCCC4)c1N | 2 | 17 | 1 | -31 | / | 0 | / | -4
Cc1cc(C)nc(SCCn2c(N3CC(C)OC(C)C3)nc3c2c(=O)n(C)c(=O)n3C)n1 (stereo not given) | -1 | / | / | / | -9 | / | 13 | 0
C[C@H]1CN([C@@H](C)CO)S(=O)(=O)c2ccc(C#Cc3ccccn3)cc2O[C@@H]1CN(C)C | -40 | 12 | -3 | -11 | -40 | 4 | -25 | 3
C[C@H]1CCCCO[C@H](CN(C)Cc2ccccc2)[C@@H](C)CN([C@@H](C)CO)C(=O)c2cc(NC(=O)CCCN(C)C)ccc2O1 | -21 | -50 | 3 | 17 | -9 | 0 | 16 | -1
CC(C)CC1C(=O)N(Cc2cn(CCC3OCCO3)nn2)CCS(=O)(=O)N1Cc1ccc(-c2ccc(F)nc2)cc1 (stereo not given) | -5 | -7 | -1 | -16 | / | 0 | / | /
CSc1nnc(C)c(=O)n1COC(=O)c1cc(Cl)ccc1[N+](=O)[O-] | 1 | 13 | / | -15 | -8 | / | 6 | -7
Cc1noc(C)c1NC(=O)N(C)C[C@@H]1Oc2ccc(NC(=O)CCN3CCOCC3)cc2C(=O)N([C@@H](C)CO)C[C@H]1C | / | / | -1 | -4 | 7 | 0 | 6 | 1
CCCCSc1cnn(-c2ccccc2)c(=O)c1SCCCC | -3 | -3 | -3 | 11 | / | 5 | / | 19
CC(=O)c1ccc(Cl)c(Cl)c1Cl | / | 8 | 3 | 3 | -6 | -3 | 7 | /
O=C(COc1ccccc1[N+](=O)[O-])Nc1ccc2oc(=O)ccc2c1 | -11 | 4 | 1 | / | -11 | 2 | 8 | -1
C[C@@H]1CCCCO[C@H](CN(C)C(=O)Nc2ccc3c(c2)OCO3)[C@H](C)CN([C@@H](C)CO)C(=O)c2cc(NC(=O)CCCN(C)C)ccc2O1 | -3 | / | -1 | 7 | -9 | -1 | 0 | 45*
OC[C@H]1Nc2ccc(C#Cc3ccccc3)cc2[C@@H]2[C@H]1CCN2Cc1nccs1 | -37 | 25 | -2 | 1 | -26 | -12 | 14 | 10
COC(=O)/C=C1\C(=O)N(c2nc3ccccc3s2)C(=S)N1c1ccc(F)cc1 | / | 9 | 2 | -9 | 3 | 10 | -9 | 25
CCC(C)[C@H](NC(=O)Nc1ccc2c(c1)OCCO2)C(=O)O (stereo not given in full) | / | -7 | 0 | 14 | -9 | 3 | 38 | -5
Cc1cc(C(=O)Nc2cccc3c2O[C@@H](CN(C)C(=O)Nc2ccc(F)cc2)[C@H](C)CN([C@@H](C)CO)C3=O)n(C)n1 | 7 | -5 | 0 | -5 | -29 | 2 | 10 | -2
COc1cccc(-n2nnc3c(=O)n(CC(=O)N4CCC(C)CC4)cnc32)c1 | / | 2 | -3 | -2 | 3 | -1 | -9 | 29
